FEN1 inhibitor = human FEN1 inhibition; P39748; Recombinant FEN1 flap cleavage, fluorescence, 15 min; 390,000 tested, 0.35% active; Potency, µM (titrated, usually from 114 µM), for the others: top-dose activity change, negative = inhibition, actives largely listed as inhibitors; active = well fitted inhibition curve with a large enough effect; inconclusive = small, poorly fitted or top-dose-only effect; inactive = no such curve, though single readings can be large or run the other way; also: nearly all actives have a fitted effect of over 65% in size
Target sequence (P39748 whole entry, looked up): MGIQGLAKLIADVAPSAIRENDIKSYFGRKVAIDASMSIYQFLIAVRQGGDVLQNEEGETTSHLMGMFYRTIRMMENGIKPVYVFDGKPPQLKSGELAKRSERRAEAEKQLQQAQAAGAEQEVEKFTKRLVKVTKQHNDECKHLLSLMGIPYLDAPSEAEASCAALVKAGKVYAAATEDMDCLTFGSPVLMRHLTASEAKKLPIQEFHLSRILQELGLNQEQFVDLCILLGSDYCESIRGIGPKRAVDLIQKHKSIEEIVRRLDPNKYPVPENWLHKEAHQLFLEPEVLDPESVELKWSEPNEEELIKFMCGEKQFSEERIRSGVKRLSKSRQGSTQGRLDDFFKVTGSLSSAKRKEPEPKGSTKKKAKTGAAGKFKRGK
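In this screen, 50 nM flap DNA substrate was added to 10 nM FEN1 pretreated with compound for 15 min at room temperature; cleavage was followed with reads at 0 and 15 min, and Hill fitting gave concentration–response parameters.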
The depositor's hits bear a star; ? = inconclusive. % is scaled to controls: 0 for no effect and ±100 for the full control effect; potency is read from the fitted curve at half-maximal effect.

cpd	Molecule	FEN1 inhibitor
1	O=C(Nc1ccc(Cl)cc1)P(=O)(O)c1ccccc1	5.0%
2	CC1=C(C(N)=O)C(c2cccc(C)c2)n2nc(-c3cccc(C)c3)nc2N1 (stereo not drawn)	-9.7%
3	c1nc(SSc2ncc3n[nH]nc3n2)nc2n[nH]nc12	?
4	CC(=O)N1CCN(S(=O)(=O)c2cccc(C(=O)NNC(=O)c3ccc(Br)cc3)c2)CC1	-1.6%
5	O=C(NC(c1ccccc1)c1ccccc1)c1ccccc1	13.6%
6	CC(=O)Oc1ccccc1C(=O)Nc1ccccc1	-9.3%
7	NC(=N\N=Cc1ccco1)/C(N)=N/N=Cc1ccco1	-16.4%
8	O=C(c1ccccc1)c1ccc2ccccc2c1	6.6%
9	O=C(COC(=O)c1cccc(NC(=O)c2ccc(Br)cc2)c1)c1ccc(Cl)cc1	11.6%
10	Cc1cccc(Nc2nc(NCCO)nc(N3CCCC3)n2)c1	-11.9%
11	CC(C)c1ccc(C2NC(=O)c3c(sc4c3CCN(C)C4)N2)cc1 (stereo not drawn)	-5.7%
12	OCC[C@H]1C[C@@H](O)[C@H](O)[C@@]2(CCCO2)O1	14.4%
13	COc1cc(C2c3cc4c(cc3OC(NCCc3ccccc3)C2C)OCO4)cc(OC)c1OC (stereo not drawn)	-0.3%
14	CCc1ccc(N2CC(C(=O)N/N=C/c3ccccc3)CC2=O)cc1 (stereo not drawn)	-11.0%
15	Cc1cccc(-n2c(=O)c3c4c(sc3n3cnnc23)CCCC4)c1	18.1%

An excerpt from above in order of the FEN1 inhibitor value, highest first.
item	SMILES	FEN1 inhibitor
15	Cc1cccc(-n2c(=O)c3c4c(sc3n3cnnc23)CCCC4)c1	18.1%
1	O=C(Nc1ccc(Cl)cc1)P(=O)(O)c1ccccc1	5.0%
4	CC(=O)N1CCN(S(=O)(=O)c2cccc(C(=O)NNC(=O)c3ccc(Br)cc3)c2)CC1	-1.6%

(further entries)
cpd	Molecule	FEN1 inhibitor
16	CN(CC(=O)Nc1ccc(Cl)c(C(F)(F)F)c1)C(=O)c1ccc(S(=O)(=O)N2CCOCC2)cc1	7.8%
17	c1ccc(N2CCN(Cc3ccc4c(c3)OCO4)CC2)nc1	-5.5%
18	O=C(c1ccc(COc2ccc3c(c2)CCC3)o1)N1CCN(c2ccccc2)CC1	-23.0%
19	Cc1ccc2nc(Cl)c(-c3ccccc3)cc2c1	-20.7%
20	O=C1CS(=O)(=O)N(Cc2ccc(F)cc2)c2ccccc21	3.9%
21	Cc1ccc(OCCCn2c(-c3ccc(Cl)cc3)nc3ccccc3c2=O)c(C)c1	-2.5%
22	O=C(Cc1cccc(NC(=O)C2CCCN(C(=O)C3CCC3)C2)c1)Nc1ccc(C(=O)N2CCOCC2)cc1 (stereo not drawn)	18.5%
23	N#CC1(Nc2cccc(Cl)c2)CCCC1	-7.9%
24	CCCC1(CC)C(=O)NC(=O)N=C1N (stereo not drawn)	1.4%
25	C(=Nc1ccccc1)c1ccc[nH]1	6.3%
26	COC(=O)c1ccc([C@H](NC(=O)c2ccco2)[C@]2(C)C[C@H]2C2CCCCC2)cc1	-26.6%
27	CCOC(=O)c1c(NC(=O)C2CCCN2S(=O)(=O)c2cccc3nsnc23)sc(C)c1C (stereo not drawn)	-13.1%
28	CC1CN(S(=O)(=O)c2cccc(C(=O)NCCc3ccc(S(N)(=O)=O)cc3)c2)CC(C)O1 (stereo not drawn)	-2.3%
29	CC(C)C(=O)Nc1cccc(COc2ccc(CN(CCc3ccccc3)C(=O)OC(C)(C)C)cc2)c1	-25.9%
30	O=C1C(Cl)=C(O)C2(Cl)C(Cl)=C(Cl)C12Cl (stereo not drawn)	16.0%
31	Cc1cccc(C(=O)Nc2sc3c(c2C(=O)NCc2ccco2)CCCC3)c1	11.9%
32	COc1ncnc(-c2ccccc2)c1-c1ccccc1	-12.6%
33	NC(=O)C1CCCN1Cc1ccc2c(c1)OCO2 (stereo not drawn)	-1.6%
34	CC(OC(=O)[C@@H](NC(=O)OCc1ccccc1)C(C)C)C(=O)Nc1ccc(N2CCOCC2)cc1 (stereo partly drawn)	18.6%
35	O=C(NCCc1ccccc1)c1cccc(NC(=O)c2ccccc2)c1	-14.9%
36	CN(Cc1ccccc1)CC(O)CN(C)Cc1ccccc1	-12.9%
37	Nc1ccc(C=C2C=Cc3ccccc32)cc1	-21.5%
38	CC(=O)Nc1ccc(SC(Sc2ccc(NC(C)=O)cc2)c2ccccc2)cc1	-10.5%
39	CCc1cc[n+](C(C(=S)Nc2cccc(C)c2)=C([O-])c2ccc(C)c([N+](=O)[O-])c2)cc1	8.0%
40	COc1cc2nc(N3CCCN(C)CC3)nc(OC3CCN(C)CC3)c2cc1OC	-26.9%
41	Cc1nn(C)c2c1c(-c1ccccc1)cc(=O)n2CC(=O)NC(C)c1ccccc1 (stereo not drawn)	0.0%
42	CN(C)CC/C=C1/c2cc(F)ccc2Sc2ccc(Cl)cc21	1.1%
43	CS(=O)(=O)c1ccc(Cl)c(NC(=O)CN2CCN(S(=O)(=O)/C=C/c3ccccc3)CC2)c1	-5.0%
44	Cc1cccc(-n2c(C)n[nH]c2=S)c1	0.5%
45	O=Cc1nccc2ccccc12	0.8%
46	CC(C)C(=O)Nc1cccc(COc2ccccc2CN(Cc2ccccc2)C(=O)OC(C)(C)C)c1	-22.7%
47	Cc1cccc(C(=O)Nc2scc(-c3ccc(Br)cc3)c2C(=O)O)c1	-8.1%
48	C=CCN1c2ccccc2C(=O)C(C)S1(=O)=O (stereo not drawn)	-9.5%
49	CCCCn1c(=N)c(S(=O)(=O)c2ccc(Cl)cc2)cc2c(=O)n3cccc(C)c3nc21	15.3%
50	Clc1ccc(Nc2nc(Nc3ccc(Cl)cc3)nc(N3CCOCC3)n2)cc1	0.9%
51	COc1cc2nc(N3CCOCC3)nc(NC3CCN(Cc4ccccc4)CC3)c2cc1OC	-9.9%
52	COC(=O)CSc1nc2sc3c(c2c(=O)n1-c1ccccc1C)CC(C)(C)OC3	0.8%
53	COc1ccc(S(=O)(=O)NCCSCc2ccco2)cc1C	1.3%
54	O=S(=O)(Nc1ncccn1)c1ccc(NC(=S)N2CCN(c3cccc(C(F)(F)F)c3)CC2)cc1	1.1%
55	OCC1OC(n2cnc3c(SCc4ccccc4)ncnc32)C(O)C1O (stereo not drawn)	1.7%
56	NC(=O)c1ccccc1N=Cc1cccnc1	-1.0%
57	CC(C)CNC(=O)C1Nc2ccccc2C2C=CCC12 (stereo not drawn)	-19.9%
58	COc1ccc(N(C(C)=O)C2SC(=O)N(c3ccccc3)C2=O)cc1 (stereo not drawn)	-7.0%
59	Cc1cc(C)c2ccccc2n1	15.3%
60	c1ccc2nc(N3CCCC3)c(N3CCCCC3)nc2c1	2.2%
61	O=C(Nc1ccc2c(c1)CCC2)c1cnn2c1NC(=C1CC1)C=C2C(F)F	8.5%
62	CNC(=O)COc1ccccc1C(=O)Nc1ccccc1	-5.6%
63	CCNC(=S)Nc1ccc(Oc2ccccc2)cc1	2.4%
64	COc1ccc(C(=O)Nc2cccc3c2CCCC3)c(OC)c1	4.7%
65	CCCN(CCC)S(=O)(=O)c1cc2c(cc1Br)CCN2C(=O)CC	4.3%
66	CCC1=C(CC2NCCc3ccccc32)CC2c3cc(OC)c(OC)cc3CCN2C1 (stereo not drawn)	-3.6%
67	CCC(CC)CN1CCC(CN2C(=S)NC[C@@H]2CC(C)C)CC1	-5.0%
68	Cn1c(N)c(C(=O)Nc2ccccc2)c(=O)[nH]c1=O	-5.3%
69	CC1=C(CC[C@@H](C)CO)OC2CC3C4CCC5CC(O)CCC5(C)C4CC(=O)C3(C)C12 (stereo partly drawn)	-3.8%
70	Cc1csc2ncc(C(=O)N3CCc4ccccc43)c(=O)n12	29.8%
71	COc1ccc(CN2CCN(S(=O)(=O)c3ccc(C)cc3)CC2)cc1OC	-8.9%
72	Cc1[nH]c(=O)c(Cc2ccccc2)c(O)c1C#N	-0.2%
73	COC(=O)c1c(-c2ccsc2)oc2ccc(-c3cc(OC)c(OC)c(OC)c3)cc12	-2.3%
74	COc1cc(C(=O)NCCCNC(=O)c2cc(OC)c(OC)c(OC)c2)cc(OC)c1OC	1.6%
75	COc1ccc(OCC(O)Cn2c(NCCO)nc3c2c(=O)n(C)c(=O)n3C)cc1 (stereo not drawn)	-1.9%

Arranged by SMILES length (ascending): part of the list above.
cpd	Molecule	FEN1 inhibitor
64	COc1ccc(C(=O)Nc2cccc3c2CCCC3)c(OC)c1	4.7%
70	Cc1csc2ncc(C(=O)N3CCc4ccccc43)c(=O)n12	29.8%
67	CCC(CC)CN1CCC(CN2C(=S)NC[C@@H]2CC(C)C)CC1	-5.0%

Continued.
cpd	Molecule	FEN1 inhibitor
76	CC(=O)c1ccc2c(c1)CCN2	3.1%
77	C[C@H]1C=C(C(=O)NCc2nc3ccccc3[nH]2)O[C@@H](OCCCCO)C1	-0.9%
78	O=C(CCC(F)(F)F)N1CCCC(N2CCN(c3cccc(Cl)c3)CC2)C1 (stereo not drawn)	-17.5%
79	CCN(CC)C(=O)Cn1c(=O)n(Cc2ccccc2Cl)c2c1c(=O)n(C)c(=O)n2C	-0.9%
80	O=C(Cc1ccccc1)NCCCNC(=O)Cc1ccccc1	1.0%
81	CC(=O)Nc1c(Cl)cc2c(c1Cl)Cc1cc(N)ccc1-2	2.7%
82	CC(C)(C)[C@@H]1C=C(C(=O)O)O[C@H](OCCCCO)C1	14.9%
83	Cn1c(=O)[nH]c2c(c(C(=O)O)nn2C)c1=O	4.3%
84	Cc1ccc(C)c(NC(=S)NCCc2ccc(S(N)(=O)=O)cc2)c1	6.5%
85	CCN(CC(=O)Nc1ccc(NC(C)=O)cc1)C(=O)c1cc(-c2ccccc2Cl)nc2ccccc12	-2.3%
86	Cc1c(F)cccc1Cn1cnc2c(cnn2C(C)(C)C)c1=O	5.3%
87	Cc1[nH]c(C)c2c(=O)n(Cc3ccccc3Cl)ncc12	0.5%
88	CCN(CC)C(=O)c1sc2nc(-c3ccccn3)[nH]c(=O)c2c1C	-3.2%
89	OCC[C@H]1C[C@H](O)[C@@H](O)[C@]2(CCCO2)O1	-15.0%
90	O=S(=O)(c1ccccc1Br)N(CC(O)COCc1ccccc1)C1CC1 (stereo not drawn)	-15.7%

Following part
#	Structure	FEN1 inhibitor
91	Fc1ccc(NC(=S)N2CCCC2)cc1	2.5%
92	CSCCC(NC(=O)c1ccccc1Cl)C(=O)N1CCCC(C)C1 (stereo not drawn)	12.4%
93	O=C(/C=C/c1ccccc1)Nc1cccc(C(=O)NC2CC2)c1	0.4%
94	CN(C)c1ccc(N=Cc2cccc3ccccc23)cc1	-2.3%
95	Cc1cccc(C(=O)Nc2nnc(SCC(=O)NCc3ccco3)s2)c1	17.7%
96	O=C(O)c1cccc(NS(=O)(=O)c2ccc(Oc3ccc(S(=O)(=O)Nc4cccc(C(=O)O)c4)cc3)cc2)c1	-5.1%
97	O=c1ncn(-c2cccc([N+](=O)[O-])c2)c2ccccc12	-3.0%
98	O=C(NCCCN1CCOCC1)c1ccc(Cl)c([N+](=O)[O-])c1	-8.6%
99	CC1C(=O)c2ccccc2CC1C(=O)O (stereo not drawn)	0.0%
100	Nc1c(Cl)cc(-c2csc(NC(CO)c3nc4ccccc4n3CCOCCO)n2)cc1Cl (stereo not drawn)	-9.1%
101	Cc1cc(N(C)C)ccc1N=Nc1ccc(N)cc1	-4.2%
102	Nc1nonc1-n1nnc(C(=O)N/N=C/c2ccc(O)cc2)c1CN1CCCCCC1	-0.3%
103	O=C(COc1ccccc1C(=O)Nc1cccc([N+](=O)[O-])c1)Nc1ccc(Br)cc1	7.4%
104	COc1cc(C2(c3ccc(O)c(OC)c3)C(=O)N(C)c3ccc(Br)cc32)ccc1O	5.3%
105	O=C(Nc1cccc(Br)c1)C1CCCC1	-2.9%
106	C=C[C@@]1(C)C[C@H](OC(=O)CSC(C)(C)CNC(=O)[C@@H](N)C(C)C)[C@@]2(C)C(C)CC[C@@]3(CCC(=O)[C@@H]32)[C@H](C)[C@H]1O (stereo partly drawn)	0.4%
107	O=C(Nc1ccccc1)OCCNC1CCCCC1	6.8%
108	COC(=O)C(C)Oc1ccc(Cl)c(CN2OCC(C)(C)C2=O)c1 (stereo not drawn)	-2.4%
109	C=CCN1C(=O)c2ccc(C(=O)OCC(=O)N(CC)c3c(N)n(Cc4ccccc4)c(=O)[nH]c3=O)cc2C1=O	9.1%
110	O=[N+]([O-])c1ccc(N2CCN(c3ccc(Cl)nn3)CC2)cc1NC1CC1	3.7%
111	Cc1ccc(NC(=O)/C=C/c2ccc(S(=O)(=O)N3CCOCC3)cc2)cc1S(=O)(=O)N(C)C	11.3%
112	COC(=O)[C@@H](Cc1ccccc1)NC(=O)Cn1cc(C)c(=O)[nH]c1=O	-5.9%
113	CCOC(=O)C(C)(C)Oc1cccc2c1S(=O)(=O)c1ccccc1-2	-0.4%
114	COc1cc2nc(Cl)nc(NC3CCN(C)CC3)c2cc1OC	?
115	COC(=O)CSc1nc2sc3c(c2c(=O)n1-c1ccccc1)C(C)CCC3 (stereo not drawn)	16.0%
116	O=[N+]([O-])c1cccc(C=NNC(=S)NC23CC4CC(CC(C4)C2)C3)c1	-5.0%
117	CN(C)c1ccc(/C=C2\C=Cc3ccccc32)cc1N	-23.5%
118	CC(=O)Nc1ccc(-n2c(CCC(=O)O)ccc2-c2ccc(Br)cc2)cc1	-17.5%
119	OCCCn1c(C2CCCN2c2nc(-c3ccc(F)cc3)cs2)nc2cc(Cl)c(Cl)cc21 (stereo not drawn)	-19.0%
120	CC(=O)OCC(=O)C1(O)CCC2C3CCC4=CC(=O)CCC4(C)C3(Cl)C(O)CC21C (stereo not drawn)	6.3%
121	O=C(C[N+]1(CCO)CCOCC1)c1ccc(F)c2ccccc12	?
122	CCOC(=O)N1CCC(Nc2nc3ccccc3n3cnnc23)CC1	18.0%
123	CC#CCN1c2ccccc2[C@]23C[C@@H](C(=O)OC)N(C(=O)NCCBr)C2=NC(C(=O)OC)=C(C(=O)OC)[C@H]13	-6.7%
124	O=C(O)c1cccc(O)c1O	15.6%

High-throughput results deposited in PubChem BioAssay by National Center for Advancing Translational Sciences (NCATS).

The list is partial. The share of hits here may be higher or lower than overall.
